Compound activity deposited in PubChem BioAssay by National Center for Advancing Translational Sciences (NCATS).
BLM inh: inhibitors of human Bloom syndrome helicase BLM | P54132 | Potency, µM (titrated, usually from 56.1 µM), without a hit: at the highest dose activity change, negative = inhibition, most hits filed as inhibitors | 350,000 tested, 0.2% active | recombinant BLM DNA unwinding, fluorescence dequenching | AID 2528;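 also: plate controls were vehicle for no effect and no enzyme for full effect; nearly all actives have a fitted effect of over 35% in size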
Pol eta inh: inhibitors of human DNA polymerase eta; recombinant Pol eta, fluorescent DNA replication assay; Potency, µM (doses to about 114 µM), for inactives: top-dose activity change, negative = inhibition, hits mostly inhibitors; 390,000 tested, 1.2% active; also: % is scaled to controls: 0 for no effect and ±100 for the full control effect
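Pol eta (10 nM) was preincubated with compounds for 15 min at room temperature, after which fluorescent replication substrate (50 nM final) was added to start the reaction. Fluorescence was read kinetically at 0 and 10 min.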
G9a block: inhibitors of human histone lysine methyltransferase G9a; G9a H3K9 monomethylation, AlphaScreen, 2 h; Potency, µM (titrated, usually from 102 µM), inactives show at the top dose activity, negative = inhibition, hits mostly inhibitors; AID 504332; 350,000 tested, 8.8% active; Q96KQ7; also: % is scaled to controls: 0 for no effect and ±100 for the full control effect; nearly all actives have a fitted effect of over 75% in size
Target sequence (Q96KQ7 913-1193 limits assumed): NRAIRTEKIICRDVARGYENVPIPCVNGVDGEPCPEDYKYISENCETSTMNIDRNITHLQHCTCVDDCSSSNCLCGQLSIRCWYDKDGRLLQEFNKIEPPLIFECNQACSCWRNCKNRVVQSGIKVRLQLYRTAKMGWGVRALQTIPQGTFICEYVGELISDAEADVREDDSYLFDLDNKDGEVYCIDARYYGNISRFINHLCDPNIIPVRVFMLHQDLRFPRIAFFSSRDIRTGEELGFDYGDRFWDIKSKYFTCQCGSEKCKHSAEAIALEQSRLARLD
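AlphaScreen detection with an anti-monomethyl H3K9 antibody quantified product after a 2 h room-temperature reaction containing 500 nM biotinylated H3K9 peptide, 20 µM SAM and 20 nM enzyme, which had been preincubated 15 min with compound.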
Pol kappa inh: DNA polymerase kappa (human) inhibition. Q9UBT6. purified Pol kappa, fluorescent DNA synthesis assay, 10 min. Potency, µM (doses to about 107 µM), without a hit: at the highest dose activity, negative = inhibition, most hits filed as inhibitors. 400,000 tested, 0.53% active; also: % is scaled to controls: 0 for no effect and ±100 for the full control effect
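Pol kappa 10 nM + cpd, 15 min RT; start w/ substrate 50 nM final; fluorescence kinetic read, 0 and 10 min. Neg ctrl: buffer, no enzyme.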
Apoferritin bind: candidate novel general anesthetic via apoferritin binding. apoferritin/1-aminoanthracene competitive binding, fluorescence. 350,000 tested, 0.074% active. P02791. Potency, µM (series often up to 77.5 µM), inactives show at the top dose activity change, negative = displacement, usual class: inhibitors; also: % is scaled to controls: 0 for no effect and ±100 for the full control effect; nearly all actives have a fitted effect of over 20% in size
Target sequence (P02791 2-175 limits assumed): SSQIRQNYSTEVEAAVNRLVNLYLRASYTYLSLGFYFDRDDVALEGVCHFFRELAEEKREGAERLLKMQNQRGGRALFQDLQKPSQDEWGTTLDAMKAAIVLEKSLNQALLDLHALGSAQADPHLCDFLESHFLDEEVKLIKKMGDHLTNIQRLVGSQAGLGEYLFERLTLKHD
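Horse-spleen apoferritin (10 uM) in 50% saturated 1-aminoanthracene in PBS was incubated 10 min at room temperature with compound. Fluorescence (ex 380, em 535 nm) was normalized to free and bound 1-AMA, with concentration-response fitted by a four-parameter Hill equation.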
POLB inh: inhibitors of human DNA polymerase beta. Pol beta primer extension/strand displacement, fluorescence kinetic. Potency, µM (doses to about 114 µM), inactives show top-dose activity change, negative = inhibition, most hits filed as inhibitors. 340,000 tested, 1.3% active. P06746; also: % is scaled to controls: 0 for no effect and ±100 for the full control effect
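Enzyme-only controls used 10 nM Pol beta; buffer lacking enzyme served as negative control. Compound preincubated 15 min, then 50 nM substrate added; 0 and 10 min reads at room temperature.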
BAZ2B block: inhibitors of human BAZ2B bromodomain | Q9UIF8 | AlphaScreen BAZ2B-H3K14Ac peptide displacement | Potency, µM (top dose mostly 114 µM), for inactives: at the highest dose activity change, negative = inhibition, hits mostly inhibitors | 360,000 tested, 4.4% active | AID 504333; also: % is scaled to controls: 0 for no effect and ±100 for the full control effect; nearly all actives have a fitted effect of over 60% in size
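Inhibition is scored as reduced AlphaScreen emission. The BAZ2B/b-H3(5-23)K14Ac complex (50 nM each) in PBS pH 7.4, 0.01% Tween-20 meets compound (up to 110 uM) for 30 min at RT before bead addition.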
APEX1 inh: inhibitors of human APE1 endonuclease; recombinant APE1, TAMRA/BHQ-2 abasic DNA cleavage fluorescence; Potency, µM (titrated, usually from 65.8 µM), for the others: at the top dose activity change, negative = inhibition, usual class: inhibitors; 350,000 tested, 0.35% active;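 also: plate controls were vehicle for no effect and reference inhibitor for full effect; nearly all actives have a fitted effect of over 55% in size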
Target sequence (P27695 whole entry, looked up): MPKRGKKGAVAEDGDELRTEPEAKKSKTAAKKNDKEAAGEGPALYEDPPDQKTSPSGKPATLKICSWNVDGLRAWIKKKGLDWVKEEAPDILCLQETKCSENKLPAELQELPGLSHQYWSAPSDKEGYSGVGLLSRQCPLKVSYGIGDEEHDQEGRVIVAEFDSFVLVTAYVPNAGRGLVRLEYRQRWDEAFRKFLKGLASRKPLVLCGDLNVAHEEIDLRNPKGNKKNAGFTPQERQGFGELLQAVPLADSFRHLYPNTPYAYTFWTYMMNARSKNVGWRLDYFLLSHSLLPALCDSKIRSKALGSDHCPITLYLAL
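APE1 at 0.75 nM final was preincubated with compound 15 min at room temperature, then 50 nM double-stranded THF abasic-site substrate (5'-TAMRA/3'-BHQ-2) was added. Fluorescence (ex 525/em 598 nm) was read kinetically; third-minus-first read gave activity.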
Pol iota inh: inhibitors of human DNA polymerase iota. AID 588590. Pol iota fluorescent replication assay, 10 min. Potency, µM (titrated, usually from 115 µM), inactives show at the top dose activity, negative = inhibition, actives largely listed as inhibitors. 390,000 tested, 1% active. Q9UNA4
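Fluorescent replication assay read twice, at 0 min and 10 min after adding 50 nM (final) substrate. Enzyme (10 nM) and compounds were first incubated 15 min at room temperature; enzyme-free buffer wells were negative controls.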
The depositor's hits bear a star; ? = inconclusive; · = no result given; [ ] = dose if it differs, or a comment. Calls follow the shape of the dose curve; as a rule, active = well fitted curve in the direction sought with a large enough effect; inconclusive = small, poorly fitted or top-dose-only effect, or another doubt; inactive = no such curve, though single readings can be large; an effect the other way counts as inactive or inconclusive. Potency is read from the fitted curve at half-maximal effect. This is a subset; count on the stated rates, not on these rows.

Order of values: BLM inh, Pol iota inh, POLB inh, Apoferritin bind, Pol kappa inh, Pol eta inh, G9a block, APEX1 inh, BAZ2B block
> COc1ccccc1C(=O)C1CCCN(C(=O)CCn2cnnn2)C1 (stereo not drawn)
    -5%, 0%, 10%, -5%, -3%, 1%, 1%, -2%, -5%
> CCN(CC)C(=O)Oc1cc2c(-c3cc4cccc(OC)c4o3)cc(=O)oc2cc1C
    -2%, 10%, 29%, -11%, 8%, -22%, 46%, 24%, -5%
> O=C(NP(=O)(N1CCOCC1)N1CCOCC1)C1=C(N2CCOCC2)/C(=C\c2ccccc2)CC1
    -9%, 64%[activator], 1%, -8%, -2%, 1%, -4%[12.7 µM], -4%, -38%
> NS(=O)(=O)c1cccc(NC(=O)COC(=O)CCC2CCCC2)c1
    ·, 110%[activator], ·, ·, -19%, -19%, ·, 16%, ·
> CCOC(=O)C1CCCN(CC(O)COc2ccc(OC)cc2C(C)(C)C)C1 (stereo not drawn)
    -3%, 26%, -1%, -20%, -22%, -13%, 13µM*, 0%, 50µM*
> CCCOC(=O)C(C)Sc1n[nH]c(=O)[nH]c1=O (stereo not drawn)
    -1%, 11%, -1%, -3%, 8%, -7%, ?, -7%, 6%
> CC1CC(C)(C)CC2(C1)NC(=O)N(CC(=O)Nc1nccs1)C2=O (stereo not drawn)
    ·, 18%, ·, ·, -1%, -12%, 14%[0.501 µM], 11%, 8%
> CC1=C(C(=O)OCC2CCCO2)C(c2ccccc2)C2=C(CC(C)(C)CC2=O)N1 (stereo not drawn)
    -4%, 7%, -19%, 51%[activator], -8%, -13%, 2%[59 µM], -2%, 1%
> CC1CCN(C(=O)c2ccc(NC(=O)CC3SC(N4CCCC4)=NC3=O)cc2)CC1 (stereo not drawn)
    ·, 26%, ·, ·, -5%, -7%, -27%, 36%, 2%
> O=[N+]([O-])c1c(NCCO)cc(Sc2nc3ccccc3s2)c2nonc12
    -2%, 30%, 0%, ?, -1%, -21%, 3.5µM*, -6%, -1%
> CNC(=O)Nc1cc(C)nn1C
    2%, -19%, -25%, 1%, 6%, -13%, 5%, -4%, -17%
> Cc1ccc(/C(N)=N/OC(=O)/C=C/c2ccccc2)cc1
    -5%, 23%, 24%, -21%, -4%, -5%, 84%[activator], -2%, 24%
> Cc1ccccc1CSCCC(=O)NCCc1ccccc1
    -3%, 47%[activator], -21%, -24%, -8%, -13%, -40%, -2%, ·
> Cn1c(=O)[nH]c(=O)c2c1nc(SCC(=O)O)n2CCOc1ccccc1
    -2%, 28%, 11%, 0%, 3%, -17%, 16%, 43%, 1%
> O=C(COc1ccc(-n2cnnn2)cc1)Nc1ccc(F)c(F)c1
    ·, 7%, ·, ·, -4%, -20%, ·, 45%, ·
> CCOC(=O)c1c(C)oc2nc(C)nc(N(C)Cc3ccccc3)c12
    0%, 8%, 7%, 55%[activator], -13%, -24%, -32%[59 µM], ·, -11%[57.1 µM]
> CCCCNC(=O)C1=C(N)C(C(=O)Nc2ccc(C)c(S(=O)(=O)N3CCCCC3)c2)SC1=Nc1ccc(C)cc1C (stereo not drawn)
    -16%, 8%, 6%, -2%, -14%, -16%, -40%[59 µM], 0%, -2%
> CCn1c(=O)cc(OCC(=O)NCCCN2CCN(c3cccc(Cl)c3)CC2)c2ccccc21
    4%, 19%, 3%, -20%, -1%, -25%, ?, -2%, ?
> CC1CCCC(C)N1C(=O)CSc1nc(N)c(-c2ccccc2)c(=O)[nH]1 (stereo not drawn)
    1%, 29%, 4%, -2%, -19%, -6%, -11%, 0%, ?
> Cc1ccc(O)c(N=CC2=C(O)c3ccccc3C2=O)c1
    -8%, ?, ?, ?, -25%, 18µM*, 32µM*, -9%, 40µM*
> COc1cccc(C(=O)N2c3ncnn3C3(CCCCC3)[C@@H]3CCCC[C@@H]32)c1
    -3%, 11%, ?, -19%, -3%, 4%, 1%[59 µM], ·, -28%
> CCc1ccc(NC(=O)CSc2nc3ccccc3nc2N2CCCCC2)cc1
    -6%, 12%, 1%, -18%, -1%, -25%, 78%[activator], 15%, 16%
> O=C(Nc1ccc(C(=O)O)cc1)/C(=C\c1cccc([N+](=O)[O-])c1)NC(=O)c1ccc(Br)o1
    0%, 24%, 1%, -4%, -3%, -3%, -34%, 7%, -5%
> CCOc1ccc(N2C(=O)CC(N3CCC(O)(c4ccc(Br)cc4)CC3)C2=O)cc1 (stereo not drawn)
    -2%, 5%, 14%, -13%, -6%, -7%, 45µM*, -1%, -3%
> Cc1cccc(NC(=O)c2cccc3c2C(=O)c2ccccc2-3)c1
    -7%, -8%, 0%, -15%, -3%, ?, -11%[0.0925 µM], 4%, -2%
> CC(C(=O)Nc1nnc(C2CC2)s1)N1C(=O)C2CC=CCC2C1=O (stereo not drawn)
    ·, 24%, ·, ·, -10%, -12%, ?, 0%, 5%
> Cc1c(C(=O)O)sc2c1c(=O)n(Cc1ccccc1)c(=O)n2C
    2%, -4%, -1%, -3%, -7%[60.1 µM], -4%, 2%[2.33 µM], 77%, 15%
> COc1ccc(C2c3c(ncn(CCCO)c3=N)Oc3ccc4ccccc4c32)cc1 (stereo not drawn)
    44%[activator], 9%, -10%, -8%, 3%, -22%, -19%, -2%, -34%
> COc1ccc(C(=O)Nc2ccc(C(=O)OCc3cc(=O)n4nc(C5CC5)sc4n3)cc2)cc1
    -8%, ?, ?, 38%[activator], -5%[60.1 µM], -3%, -6%[59 µM], ·, -15%
> COc1ccc(S(=O)(=O)NCC(c2cccnc2)N2CCN(c3ccccc3)CC2)cc1C (stereo not drawn)
    -9%, 0%, -19%, ?, -15%, -7%, 50µM*, 3%, ?

Profiles, quoted from the list. Values in the order: BLM inh	Pol iota inh	POLB inh	Apoferritin bind	Pol kappa inh	Pol eta inh	G9a block	APEX1 inh	BAZ2B block
`O=C(NP(=O)(N1CCOCC1)N1CCOCC1)C1=C(N2CCOCC2)/C(=C\c2ccccc2)CC1` across the screens: -9%	64%[activator]	1%	-8%	-2%	1%	-4%[12.7 µM]	-4%	-38%
`Cc1cccc(NC(=O)c2cccc3c2C(=O)c2ccccc2-3)c1` across the screens: -7%	-8%	0%	-15%	-3%	?	-11%[0.0925 µM]	4%	-2%

(listing goes on)
Order of values: BLM inh, Pol iota inh, POLB inh, Apoferritin bind, Pol kappa inh, Pol eta inh, G9a block, APEX1 inh, BAZ2B block
> COc1ccc(CCN2C(=O)C3CC(C)=C(C)CC3C2=O)cc1OC (stereo not drawn)
    -4%, 25%, -1%, -8%, -3%, -19%, 7%, 6%, 3%
> CCC(=O)Nc1cnc(NC(=O)c2cccc(F)c2)cc1C
    2%, 8%, 18%, -11%, -7%, 0%, 26%[59 µM], 5%, 1%
> Cc1cc(-c2n[nH]c(=S)n2-c2ccc(F)cc2)nn1C
    -2%, -1%, 1%, -2%, -18%, -6%, ?, 6%, -6%
> CCOC(=O)c1c[nH]n2c(=O)cc(C)nc12
    0%, 0%[58.9 µM], 26%, 5%, -12%, -14%, ·, 8%, -6%
> C#CCn1c(=NC(=O)c2cccs2)sc2cccc(OCC)c21
    -1%, -19%, 5%, 5%, -13%, -7%, 13%[59 µM], 1%, 10%
> O=C(CCc1c[nH]c2ccccc12)NCCc1ccccc1
    -2%, 86%[activator], -5%, -10%, -1%, -13%, 19%, 19%, -38%
> O=C(NC1(C(F)(F)F)N=C2SCCN2C1=O)C1CCCCC1 (stereo not drawn)
    1%, 7%, -1%, 0%, -15%, -6%, 9%[59 µM], 2%, 1%
> CCOc1ccc(NC2c3ccccc3C(=O)N2c2ccc(Cl)cn2)cc1 (stereo not drawn)
    -1%, 14%, -9%, 0%, -6%, -2%, ?, -2%, ?
> Cc1ccccc1C(=O)N1CCN=C1SCc1ccc([N+](=O)[O-])cc1
    -9%, 135%[activator], 6%, ?, -21%, 3%, ?, -4%, ?
> O=C(Nc1ccc(F)cc1)Nc1ccc2c(c1)CCC2
    2%, 62%[activator], 6%, 2%, -6%, -17%, ·, 4%, -1%
> COc1cccc(C(=O)NOCc2ccc(C)cc2)c1OC
    ·, 25%, ·, ·, -6%, -9%, -36%[12.7 µM], -21%, 31%[activator]
> O=C(O)C1CCCN(S(=O)(=O)c2cccs2)C1 (stereo not drawn)
    4%, 24%, 0%, -7%, -7%, -5%, 29%[59 µM], 2%, 2%
> COc1ccc(C2CC(=O)c3cnc(N4CCc5ccccc54)nc3C2)cc1OC (stereo not drawn)
    0%, ·, 39%[activator], 10%, ·, ·, 18%, 2%, -1%
> COc1ccc(C(=O)COC(=O)c2ccco2)cc1
    -2%, -1%, 11%, ?, 6%, -12%, 17%, -8%, -2%
> O=C(NC(Cc1c[nH]c2ccccc12)C(=O)O)c1ccc2c(c1)OCO2 (stereo not drawn)
    -2%, -10%, 8%, -6%, 2%, 2%, ?, 7%, -3%
> C(=C\c1nc(N2CCCCCC2)c2ccccc2n1)/c1ccccc1
    -5%, 24%, -16%[57.1 µM], ?, -1%, -13%, -1%, 4%, 44%[activator]
> Cc1nnc2n(c1=O)N=C(c1ccc(Cl)cc1)CS2
    2%, ?, -1%, -9%, -5%, 1%, 71µM*, -1%, -5%
> COc1ccc(-c2noc(CCC(=O)N3CCN(c4cccc(F)c4)CC3)n2)cc1
    ·, -15%, ·, ·, -9%, -12%, ·, -11%, ·
> COc1ccc(CCC(=O)N(C)CC(=O)Nc2cc(C)ccc2C)cc1
    -5%, 30%[activator], 2%, -8%, -4%, -22%, -3%, -6%, 0%
> Cc1ccccc1OCC(=O)Nc1ccc(C)c(S(=O)(=O)N2CCCCCC2)c1
    ·, 6%, ·, ·, -6%, -14%, 3%, -2%, -3%
> COc1ccc(-c2cnnn2-c2ccc(NC(=O)c3ccc(S(=O)(=O)N4CCCCC4)cc3)cc2)cc1OC
    -8%, 0%, 3%, -12%, 0%, -4%, -44%[59 µM], 3%, -21%
> Brc1ccc(-c2c[n+]3c(n2-c2ccccc2)SCC3)cc1
    2%, -16%, 9%, -3%, -5%, -12%, ?, -11%, 1%
> CC(=O)[C@@]1(O)[C@H](C)CC2C3CC=C4CC(OP(=O)(O)O)CC[C@]4(C)C3CC[C@@]21C (stereo partly drawn)
    -5%, -4%, 50µM*, 0%, -2%, -21%, -4%, 17%, -37%
